Eya2 inh: blocks the phosphatase activity of human Eya2; 0.006% of 330,000 active; recombinant Eya2, OMFP fluorescence dephosphorylation (OMFP is methylfluorescein phosphate); O00167; Potency, µM (doses to about 76.9 µM), for inactives: at the highest dose activity, negative = inhibition, actives largely listed as inhibitors; AID 488837; also: potency is read from the fitted curve at half-maximal effect; % is scaled to controls: 0 for no effect and ±100 for the full control effect
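Eya2 (0.2 uM) preincubated 10 min at ambient with compound, then OMFP substrate added at 50 uM; 10 min reaction in 50 mM HEPES pH 7.5, 50 mM NaCl, 5 uM MgCl2, 0.05% BSA, 1 mM DTT. Fluorescence read at Ex 485/Em 525 nm.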
USP2a inh: USP2a (human) protease inhibition. AID 463254. USP2 core, Ub-CHOP2 coupled fluorogenic reporter, 485/531. Potency, µM (series often up to 38.3 µM), for inactives: at the top dose activity change, negative = inhibition, usual class: inhibitors. 0.01% of 330,000 active. O75604;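 also: potency is read from the fitted curve at half-maximal effect; plate controls were DMSO wells for no effect and full inhibition by NEM control for full effect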
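Deubiquitinase activity read as fluorescence (485/531 nm) after Ub-CHOP2 cleavage activates the enterokinase reporter on its substrate; USP2 core 10nM, Ub-CHOP2 and substrate 25nM each, 30min compound preincubation then 60min RT; data normalized to NEM, curves fitted.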
Mito fusion act: blocks mitochondrial division or promotes mitochondrial fusion | S. cerevisiae fusion-defective mutant growth rescue, CellTiterGlo 48 h | Potency, µM (titrated, usually from 46.1 µM), for the others: top-dose growth rescue (activation), most hits filed as activators | 0.23% of 320,000 active;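 also: potency is read from the fitted curve at half-maximal effect; % of control where 0% means no effect; nearly all actives have a fitted effect of over 45% in size; temperature-sensitive fusion mutants such as fzo1-1 at 37 °C on non-fermentable ethanol glycerol medium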
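Read-out: ATP-based luminescence (CellTiterGlo, 10 min ambient) reporting growth of fusion-defective ts yeast after 48 hours at 37C on glycerol/ethanol YPEG medium in the presence of compound.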
BCR signal inh: chronic active BCR signaling inhibition; ABC-DLBCL IkBa-CBG/CBR reporter, luminescence ratio, 4 h; Potency, µM (doses to about 46.1 µM), without a hit: at the highest dose ratio change, negative = lower green/red ratio, actives largely listed as inhibitors; 0.05% of 340,000 active; active = well fitted inhibition curve with a large enough effect in the signal ratio, with a control signal flat, not every such curve was filed as active; inconclusive = small, poorly fitted or top-dose-only effect, or effect the other way, or a change in a side signal; the % refers to the signal ratio;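 also: potency is read from the fitted curve at half-maximal effect; plate controls were basal doxycycline-induced cells for no effect and cells given 10 µM MG132 for full effect; MG132 reads +100%, hits lower the ratio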
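Cell line TMD8 (human ABC DLBCL), stably expressing tet-inducible CBG68-IkBa fusion and CBR; IMDM/0.5% FBS; cpd up to 46 uM; dox induction, 4 h, 37C/5% CO2; dual luminescence; green/red ratio; MG132 control.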
PKM2 activator: increases activity of human pyruvate kinase M2. Potency, µM (top dose mostly 57.5 µM), without a hit: at the highest dose activation, actives largely listed as activators. AID 1631. purified PKM2, Kinase-Glo ATP luminescence, activation; response scale: 0% is enzyme alone, no compound. 0.34% of 260,000 active. P14618; also: potency is read from the fitted curve at half-maximal effect; % is scaled to controls: 0 for no effect and ±100 for the full control effect; nearly all actives have a fitted effect of over 55% in size
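Purified hPK-M2 (>95% pure) converted ADP (0.1 mM final) to ATP with 0.5 mM PEP in 50 mM imidazole pH7.2, KCl, MgCl2, Tween 20, BSA; 1 h at room temperature. ATP detected by Kinase-Glo luminescence.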
S-ASM inh: human S-ASM enzyme inhibition; P17405; placental ASM, HMU-PC fluorogenic substrate, 60 min; Potency, µM (titrated, usually from 57.5 µM), without a hit: top-dose activity change, negative = inhibition, actives largely listed as inhibitors; 0.006% of 340,000 active; also: potency is read from the fitted curve at half-maximal effect
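Fluorescence read-out (Ex 386 nm, Em 447 nm) after stopping the reaction at pH 10. Enzyme: ASM from human placenta; substrate HMU-PC0, 9 uM final; 60 min, 37 °C. Compound preincubation 10 min, ambient temperature.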
MBNL1 CUG block: inhibitors of human MBNL1 binding to CUG repeat RNA; TR-FRET MBNL1-His/biotin-(CUG)12 binding, 665/545 ratio; 0.036% of 280,000 active; Potency, µM (highest dose often 57.5 µM), inactives show at the top dose activity change, negative = inhibition, usual class: inhibitors; Q9NR56; AID 2675; active = well fitted inhibition curve with a large enough effect in the signal ratio, with a control signal flat, not every such curve was filed as active; inconclusive = small, poorly fitted or top-dose-only effect, or effect the other way, or a change in a side signal; inactive = no such curve, though single readings can be large or run the other way; the % refers to the signal ratio; also: potency is read from the fitted curve at half-maximal effect; % is scaled to controls: 0 for no effect and ±100 for the full control effect
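TR-FRET between His-tagged MBNL1 and biotin-(CUG)12 RNA, detected with Tb anti-His antibody (0.055 ng/ul) and streptavidin-XL665 (5 nM), 60 min at room temperature. Compounds titrated 92 nM to 58 uM; 665/545 nm ratio normalized to buffer and complex controls.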
KCNH2 WT inh: blocks the wildtype human KCNH2 potassium channel. Q12809. U2OS, BacMam KCNH2, thallium flux FluxOr; hits give low values. activity change, % at 1.84 µM. 0.37% of 340,000 active. AID 720551;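 active = maximum activity change below -70%; inconclusive = maximum activity change between -70% and -50%; inactive = maximum activity change above -50%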; also: % is scaled to controls: 0 for no effect and ±100 for the full control effect
Target sequence (Q12809 whole entry, looked up): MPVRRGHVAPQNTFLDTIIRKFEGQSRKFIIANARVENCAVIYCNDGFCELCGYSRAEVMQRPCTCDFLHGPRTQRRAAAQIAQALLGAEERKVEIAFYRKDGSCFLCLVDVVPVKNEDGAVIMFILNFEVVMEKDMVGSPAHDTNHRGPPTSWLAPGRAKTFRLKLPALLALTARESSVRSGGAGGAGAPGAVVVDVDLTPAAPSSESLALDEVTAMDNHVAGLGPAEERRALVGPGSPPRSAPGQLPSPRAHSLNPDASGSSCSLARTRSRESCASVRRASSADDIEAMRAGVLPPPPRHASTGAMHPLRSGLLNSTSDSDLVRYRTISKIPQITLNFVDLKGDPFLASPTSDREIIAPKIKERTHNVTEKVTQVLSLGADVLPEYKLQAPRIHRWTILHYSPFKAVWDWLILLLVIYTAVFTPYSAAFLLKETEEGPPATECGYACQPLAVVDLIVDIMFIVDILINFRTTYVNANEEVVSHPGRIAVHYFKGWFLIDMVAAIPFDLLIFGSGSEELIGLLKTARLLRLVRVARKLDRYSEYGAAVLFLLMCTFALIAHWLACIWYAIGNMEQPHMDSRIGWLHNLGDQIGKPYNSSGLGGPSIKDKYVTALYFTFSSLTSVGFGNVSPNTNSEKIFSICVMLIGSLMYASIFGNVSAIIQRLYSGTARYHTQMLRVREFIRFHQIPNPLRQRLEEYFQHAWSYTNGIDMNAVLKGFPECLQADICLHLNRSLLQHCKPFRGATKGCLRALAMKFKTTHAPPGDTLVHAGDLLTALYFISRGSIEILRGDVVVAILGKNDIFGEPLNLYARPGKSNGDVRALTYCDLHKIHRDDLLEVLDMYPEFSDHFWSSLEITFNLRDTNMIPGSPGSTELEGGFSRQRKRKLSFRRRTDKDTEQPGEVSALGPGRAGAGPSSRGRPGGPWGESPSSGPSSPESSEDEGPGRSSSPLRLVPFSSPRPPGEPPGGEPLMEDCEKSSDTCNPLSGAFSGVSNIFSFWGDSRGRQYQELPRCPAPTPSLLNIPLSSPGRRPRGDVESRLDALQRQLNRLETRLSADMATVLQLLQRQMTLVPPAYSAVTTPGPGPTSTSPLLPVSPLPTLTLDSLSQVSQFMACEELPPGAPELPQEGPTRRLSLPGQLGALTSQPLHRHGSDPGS
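U2OS cells were transduced with wild-type KCNH2 virus (2.03 x 10^8 / mL) for 4 h at room temperature, then cultured overnight at 37 C. Thallium flux was read with FluxOr dye. Rate constants were normalized to DMSO controls.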
GALK inh: blocks human galactokinase activity; P51570; Purified GALK, Kinase-Glo residual ATP luminescence; Potency, µM (titrated, usually from 57.5 µM), without a hit: at the highest dose activity change, negative = inhibition, actives largely listed as inhibitors; 0.007% of 270,000 active; AID 1868; also: potency is read from the fitted curve at half-maximal effect; % is scaled to controls: 0 for no effect and ±100 for the full control effect
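Human GALK (5 nM) with 35 uM ATP and 100 uM galactose in 20 mM HEPES pH 8.0, 5 mM MgCl2, 60 mM NaCl, 1 mM DTT, 0.01% BSA. After 1 h at room temperature, leftover ATP was read by Kinase-Glo Plus luminescence.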
Menin-MLL TR inh: menin-MLL binding inhibition, Texas Red mutant peptide; Menin + Texas Red MLL mutant peptide, fluorescence polarization; AID 1768; 0.23% of 270,000 active; Potency, µM (highest dose often 61.6 µM), for inactives: at the top dose FP activity change, negative = inhibition, hits mostly inhibitors; O00255; active = well fitted inhibition curve with a large enough effect in the polarisation, with a control signal flat, not every such curve was filed as active; inconclusive = small, poorly fitted or top-dose-only effect, or effect the other way, or a change in a side signal; inactive = no such curve, though single readings can be large or run the other way; the % refers to the polarisation; also: potency is read from the fitted curve at half-maximal effect; % of control where 0% means no effect; many of its hits are not listed in these tables
TSHR antag: blocks TSH signaling through the human TSH receptor; P16473; TSHR-expressing cells, TSH-stimulated cAMP HTRF, 2 h; hits give low values; activity change, negative = inhibition, % at 11.5 µM; 0.2% of 330,000 active; AID 504810;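 active = activity change below a set negative limit, meaning inhibition stronger than a set level, cut at about -70% in these data; inconclusive = activity change between two set negative limits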; also: % is scaled to controls: 0 for no effect and ±100 for the full control effect
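Read-out is FRET at 665 nm (cryptate excitation 337 nm) from a cryptate-tagged anti-cAMP antibody, competed by cell cAMP against cAMP-d2. Compounds are tested on freshly harvested TSHR cells challenged with 4nM TSH (EC80) for 2 hours at 37 deg C.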
An asterisk follows results filed as active; u = inconclusive; x = not tested or not shown; [ ] = dose if it differs, or a comment. Unless noted, calls follow the shape of the dose curve; as a rule, active = well fitted curve in the direction sought with a large enough effect; inconclusive = small, poorly fitted or top-dose-only effect, or another doubt; inactive = no such curve, though single readings can be large; an effect the other way counts as inactive or inconclusive.

SMILES | Eya2 inh | USP2a inh | Mito fusion act | BCR signal inh | PKM2 activator | S-ASM inh | MBNL1 CUG block | KCNH2 WT inh | GALK inh | Menin-MLL TR inh | TSHR antag
CCCn1nc(C(=O)N2CC(=O)Nc3ccccc32)c2ccccc2c1=O | -3% | 3% | 2% | u | -3% | -1% | -5% | -12 | 8% | -2% | -4
COc1ccccc1NC(=O)CSc1ncn[nH]1 | -25% | 1% | 3% | 0% | 25% | -2% | -7% | -7 | -1% | -3% | -10
Cc1ccc(OCCCCn2ccnc2)c([N+](=O)[O-])c1 | 17% | -1% | -6% | 16% | 3% | 1% | u | 4 | 6% | -23% | 14
O=C1CC(/C=C/c2ccncc2)=Nc2ccccc2N1 | 12% | 0% | u | -3% | -3% | -2% | 13% | -9 | -1% | -13% | 7
O=C(NCCN1CCOCC1)c1ccc(NS(=O)(=O)c2cccc([N+](=O)[O-])c2)cc1 | 6% | 0% | -1% | 5% | x | 5% | x | -1 | x | x | x
COc1ccc(OCC(=O)NC(=O)c2ccccc2OC)c([N+](=O)[O-])c1 | -1% | -1% | -1% | 8% | x | 0% | x | 8 | x | x | 8
O=C(Nc1ccc2cn[nH]c2c1)c1ccc(Cl)c(S(=O)(=O)N2CCOCC2)c1 | 1% | 1% | 1% | -3% | -2% | -2% | x | -2 | 1% | 6% | -15
NC(=O)CC(NC(=O)c1ccccc1)c1ccc(NC2CCCCCCC2)c([N+](=O)[O-])c1 (configuration not stated) | 2% | -10% | -2% | -3% | 2% | -11% | 4% | 5 | x | 19% | 3
COc1ccc(-c2ccc(SCc3cccnc3)nn2)cc1OC | -8% | 2% | 1% | -4% | 1% | 1% | 2% | 2 | 11% | -11% | 0
CCN(c1ccccc1)S(=O)(=O)c1ccc(OC)c(NC(=O)Cc2ccccc2OC)c1 | 13% | 2% | 5% | -1% | x | -1% | x | 2 | x | x | 15
COc1ccc(Cc2nnc(SCC(=O)c3ccc4c(c3)NC(=O)CO4)o2)cc1 | 2% | 2% | -5% | -8% | x | -1% | x | 4 | x | x | -8
COc1ccc(-c2nnn(CC(=O)N(CCCO)C(C(=O)NC3CCCC3)c3ccncc3)n2)cc1 (configuration not stated) | -2% | 6% | u | 3% | 2% | 1% | -4% | -10 | 0% | 5% | -3
O=C(CC(NC(=O)OCc1ccccc1)C(=O)O)OCc1ccccc1 (configuration not stated) | 18% | 0% | 9% | u | 4% | 4% | -9% | -3 | 10% | 39%[activator] | -9
COc1ccc(C(c2c(C)[nH]n(-c3ccccc3)c2=O)c2c(C)[nH]n(-c3ccccc3)c2=O)cc1OC | -16% | -2% | 2% | 14% | 15% | -12% | 40µM* | -20 | 1% | 12% | 7
O=C(C1CCCCC1)N1CCN(c2ccnc3cc(Cl)ccc23)CC1 | -14% | -1% | -2% | -25% | -7% | 3% | 9% | 19 | 0% | x | 19
Cc1cc2nc(C)n(CCCNC(=O)Nc3ccc(C#N)cc3)c2cc1C | -18% | 3% | 0% | 5% | 2% | 2% | 8% | -1 | -4% | 25% | -5
CCOC(=O)[C@@H]1[C@H]2COc3ccc(Br)cc3[C@H]2N2C(=O)N(c3ccc(F)cc3)C(=O)[C@]12C | -16% | 2% | -20% | 14% | -2% | 0% | -13% | -1 | x | 7% | 22
Cc1cc(C)c(S(=O)(=O)N2CCCOC2CNC(=O)C(=O)NCc2cccnc2)c(C)c1 (configuration not stated) | 6% | 1% | -5% | u | u | 3% | -1% | -2 | -2% | -6% | -2
COc1cc(CN2CC(=O)N(c3ccc(C)c(Cl)c3)C2=S)cc(OC)c1OC | -4% | -1% | u | -10% | x | -10% | 1% | -6 | 1% | 29% | -3
COc1ccc(C(=O)Nc2nnc(SCC(=O)NC3CCCC3)s2)c(OC)c1 | 2% | 0% | 0% | 0% | 3% | 3% | 0% | 1 | -4% | -7% | -14
CCOc1ccc(C(C(=O)NC2CCCCC2)N(C(=O)c2csnn2)C2CC2)cc1 (configuration not stated) | 1% | -4% | 5% | -7% | x | 2% | -4% | 8 | 0% | u | -12
CNS(=O)(=O)c1cccc(C(=O)OCC(=O)Nc2nc(OC)cc(OC)n2)c1 | -22% | 2% | x | u | x | -1% | x | 31 | x | x | x
O=C(Nc1ccccc1)OC1CCC2CC1CCC2OC(=O)Nc1ccccc1 (configuration not stated) | -6% | -2% | 28% | u | 4% | -8% | 39%[activator] | -8 | 0% | 0% | -5
CCOC(=O)N1CCN(C(=O)c2c(O)c3cccc4c3n(c2=O)CC4)CC1 | 7% | 1% | -1% | u | 0% | -2% | -1% | -18 | 1% | 21% | 6

Among those listed so far, these contain a Cl atom:
SMILES | Eya2 inh | USP2a inh | Mito fusion act | BCR signal inh | PKM2 activator | S-ASM inh | MBNL1 CUG block | KCNH2 WT inh | GALK inh | Menin-MLL TR inh | TSHR antag
O=C(Nc1ccc2cn[nH]c2c1)c1ccc(Cl)c(S(=O)(=O)N2CCOCC2)c1 | 1% | 1% | 1% | -3% | -2% | -2% | x | -2 | 1% | 6% | -15
O=C(C1CCCCC1)N1CCN(c2ccnc3cc(Cl)ccc23)CC1 | -14% | -1% | -2% | -25% | -7% | 3% | 9% | 19 | 0% | x | 19
COc1cc(CN2CC(=O)N(c3ccc(C)c(Cl)c3)C2=S)cc(OC)c1OC | -4% | -1% | u | -10% | x | -10% | 1% | -6 | 1% | 29% | -3

(continued)
SMILES | Eya2 inh | USP2a inh | Mito fusion act | BCR signal inh | PKM2 activator | S-ASM inh | MBNL1 CUG block | KCNH2 WT inh | GALK inh | Menin-MLL TR inh | TSHR antag
O=C(Nc1ccccc1)Nc1cccc(C(F)(F)F)c1 | -6% | 2% | -13% | 2% | 1% | -3% | x | 1 | 0% | u | -14
Cc1nc(N[C@@H](Cc2c[nH]c3ccccc23)C(=O)O)c2oc3ccccc3c2n1 | -1% | 1% | 1% | u | u | -1% | u | 11 | -1% | -6% | 46
CC1CC(C)CN(C(=O)C(NS(=O)(=O)c2ccc(Br)s2)c2ccccc2)C1 (configuration not stated) | -3% | -5% | u | u | -20% | -6% | -15% | 3 | 1% | 8% | 6
C/C(=N\NC(=O)c1ccc(Cl)c(Cl)c1)c1ccc(Br)s1 | -2% | -1% | -1% | -2% | -2% | 6% | 2% | 12 | -1% | 11µM* | 10
CSCCC(=O)N1CCC(n2nccc2NC(=O)CCCc2ccccc2)CC1 | 2% | 0% | 2% | 6% | x | 11% | 1% | 8 | -6% | x | 16
NS(=O)(=O)c1ccc(CCN=C(NS(=O)(=O)c2cccs2)c2ccccc2)cc1 | 11% | 3% | -4% | 7% | 1% | 2% | -6% | 2 | 5% | 6% | -2
Cn1c(=O)c2c(nc(CN3CCc4ccccc4C3)n2Cc2ccccc2)n(C)c1=O | -20% | 3% | -8% | 6% | -9% | 6% | -5% | 8 | 0% | -14% | 1
CSc1ncnc2c1cnn2-c1ccc(C)cc1C | -11% | 2% | -4% | 10% | -1% | 3% | 12% | -17 | -1% | -10% | -21
C=CCNc1oc(-c2cccc(F)c2)nc1C#N | -10% | -2% | x | u | x | -6% | x | x | x | x | 20
CCOc1ccccc1NC(=S)NC(=O)c1ccco1 | 21% | -1% | -11% | -5% | -3% | 4% | -1% | -4 | 4% | 13% | -5
COc1cc(C2C(C#N)=C(N)N(c3sc4c(c3C#N)CCCC4)C3=C2C(=O)CC(C)(C)C3)cc(OC)c1OC (configuration not stated) | 8% | -1% | 4% | 7% | 1% | -1% | 8% | 0 | 5% | 8% | 4
O=C(Nc1ccc2c(c1)OCO2)c1ccccc1 | 2% | -2% | -6% | u | -30% | 2% | 1% | 1 | 0% | x | 8

Some of the compounds tested. The share of hits here may be higher or lower than overall.
